NOD2 inhibition: NOD2 signaling inhibitors, cell-based, luminescence, uHTS, HEK293 (AID 1566) | HEK293 NOD2/NF-kB luciferase reporter, luminescence; higher % means a stronger effect | one-dose inhibition, % at 4 µM; EC50 in µM for titrated hits | 290,000 tested, 0.63% active; in the data active = inhibition above about 50%; also: many of its hits are not listed in these tables
Hep lipid drop: inhibitors of hepatocyte lipid droplet formation, primary screen, imaging, high-throughput imaging, BODIPY stain; inhibition, % at 6.5 µM; AML12 mouse hepatocytes, oleate lipid droplets; 240,000 tested, 0.4% active;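 active = lipid droplet intensity inhibited by at least 50%, with more than 500 cells counted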
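Assay system: AML12 mouse liver cells | Compound dosing: One dose, 6.5 µM compound | Read-out basis: Droplet intensity reduction, % inhibition | Measured by: Fluorescence imaging, 20x objective, two fields per well | Schedule: Overnight treatment with compound plus oleate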
Hep lipid drop cells 6.5 µM: second read-out of Hep lipid drop, no call of its own (marks repeat the call); cell count; measured here: cell count, cytotoxicity flag;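 cells counted across two imaged fields per well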
Starred values were filed as active, the others as inactive.

No.	canonical_smiles	NOD2 inhibition	Hep lipid drop	Hep lipid drop cells 6.5 µM
1	CNc1c(NS(=O)(=O)c2cc(Cl)ccc2OC)c(=O)oc2ccccc12	1%	6	842
2	COc1ccccc1NS(=O)(=O)c1c(C)nc2sccn2c1=O	18%	3	744
3	CC(C)(C)c1csc(NC(=O)CSC2=NCCS2)n1	-2%	-5	830
4	CCCOc1ccc(-c2csc3nc[nH]c(=O)c23)cc1	-26%	3	834
5	COc1ccc(C(=O)N2CCCCCC2)cc1OC1CCN(C(C)=O)CC1	5%	-6	831
6	CC(=O)Nc1ccc(S(=O)(=O)NC2=C(N3CCN(C)CC3)C(=O)c3ccccc3C2=O)cc1	24%	-23	675
7	COc1cccc(NC(=O)CN(C)C(=O)c2cc(S(=O)(=O)NCc3ccccc3)ccc2C)c1	13%	-2	849
8	COc1ccc(C(=O)NN=C2CCCC2)cc1	0%	-1	847
9	O=C1CSC(=S)N1c1ccc(F)cc1	-6%	-8	644
10	CCCCN(C(=O)c1ccccc1OCc1ccc(F)cc1)c1c(N)n(CC(C)C)c(=O)[nH]c1=O	-13%	-12	832
11	CC(C)CCN1CC(=O)N2[C@@H](Cc3c([nH]c4ccccc34)C2(C)C)C1=O	12%	-6	761
12	O=C(CCn1c(=O)oc2ccc(Cl)cc21)N1CCN(Cc2ccccc2)CC1	13%	7	797
13	CCc1cc2c(CN3CCN(Cc4ccccc4)CC3)cc(=O)oc2cc1O	24%	-26	843
14	COc1ccccc1N(CC(=O)Nc1ccc(Cc2ccncc2)cc1)S(=O)(=O)c1ccccc1	3%	-48	841
15	CCN(CC)C(=O)Cn1cc(C(=O)C(=O)NCc2ccccn2)c2ccccc21	-7%	12	771
16	O=C(OCc1ccc(Br)cc1)c1cccnc1Cl	12%	14	785
17	CCN(CC)C(=O)CSc1n[nH]c(=O)n1CCc1ccccc1	5%	-7	759
18	O=S(=O)(NCCN1CCOCC1)c1cccc(C(F)(F)F)c1	20%	-15	853
19	CCOC(=O)C1(Cc2cccc(OC)c2)CCCN(C(=O)CCN2CCCO2)C1 (configuration not stated)	-55%	2	633
20	Cc1c(C(=O)O)oc2ccc3c(c12)C(O)CC(C)(C)O3 (configuration not stated)	10%	-1	827
21	Cc1ccc(C)c2[nH]c(=O)c(CCNC(=O)c3ccc(S(=O)(=O)N4CCOCC4)cc3)cc12	5%	0	893
22	COc1ccc(NS(=O)(=O)c2cccc(C(=O)NNC(=O)CNC(=O)c3ccccc3)c2)cc1	4%	5	883
23	CCOC(=O)c1cnc2c(CC)cccc2c1NCCCN1CCOCC1	-4%	0	795
24	COc1ccc(S(=O)(=O)N/N=C(/C)c2ccncc2)cc1OC	-2%	9	791
25	CCN(CC)C(=O)c1ccccc1NS(=O)(=O)c1ccc(OC)c(C(=O)N2CCOCC2)c1	-6%	-1	798
26	CCC(Sc1nc(-c2ccccc2)c(-c2ccccc2)[nH]1)C(=O)O (configuration not stated)	11%	-1	802
27	CCC1Sc2ccc(S(=O)(=O)CCC(=O)NCc3cccs3)cc2NC1=O (configuration not stated)	10%	-14	703
28	COc1cccc(-c2c(C(=O)N/N=C/c3cccs3)nnn2-c2nonc2N)c1	18%	3	713
29	COc1ccc2sc(N(CCN(C)C)C(=O)c3ccc4ccccc4c3)nc2c1	-14%	19	801
30	COc1ccc(C(=O)NC(C)CCc2ccccc2)cc1 (configuration not stated)	1%	-16	817
31	O=Cc1ccc2c(c1)CCN2Cc1ccccc1	3%	-1	826
32	COc1ccc(CN2C(=O)c3cccnc3C2=O)cc1S(=O)(=O)NCc1ccc(C)o1	1%	2	741
33	O=C(Oc1cccc(C(=S)N2CCOCC2)c1)c1ccccc1	14%	4	837
34	CCOC(=O)N1CCC(NC(=O)CC2C(=O)NCCN2Cc2ccccc2F)CC1 (configuration not stated)	14%	-11	741
35	Cc1cc(-c2csc3ncnc(N4CCN(C)CC4)c23)cc(C)c1C	17%	-2	745
36	N#Cc1c(SCC(=O)Nc2cccc(F)c2)sc2c(O)cc(=O)[nH]c12	8%	-21	761
37	O=C(Nc1cccnc1)c1ccc(F)c(S(=O)(=O)N2CCOCC2)c1	2%	-2	816
38	O=C(CCC1CCCNC1)c1ccccc1 (configuration not stated)	4%	4	802
39	Cc1cccc(NS(=O)(=O)c2c(C(=O)N3CCOCC3)c(C)n(C)c2C)c1C	-2%	-5	771
40	CCC1CN(C(=O)NCc2ccc(C)cc2)c2cc(Cl)ccc2O1 (configuration not stated)	-12%	15	813
41	COc1cccc(CC(=O)NCCCSc2ccccc2)c1	4%	-2	852
42	CCOC(=O)c1c(S(=O)(=O)NCC(=O)Nc2cccc(C)n2)c(C)n(C)c1C	-12%	14	726
43	CN(CC(=O)Nc1ccc2c(c1)OCO2)S(=O)(=O)c1cccs1	-14%	1	826
44	COc1ccc(CNCc2ccc(C(F)(F)F)cc2)cc1OC	-11%	2	862
45	COc1ccc(Cc2nc3ccccc3[nH]c2=O)cc1	-14%	4	833
46	COc1ccc(CNC(=O)C2CCN(S(=O)(=O)c3cccnc3)CC2)cc1	17%	14	726
47	CCOC(=O)CN(C)Cc1cn(C)nc1-c1ccc(Oc2ccccc2)cc1	16%	-12	812
48	CCc1ccc(NC(=O)CSc2nnc(CNC(=O)c3ccc(OC)cc3)o2)cc1	0%	4	713
49	CC(C)Cc1cc(C(=O)N2CCCC(CO)(Cc3ccc(F)cc3F)C2)n[nH]1 (configuration not stated)	2%	-2	654
50	O=C(NCc1cccnc1)c1ccc2c(c1)C(=O)N(Cc1ccccc1)C2=O	0%	13	607

In another format: entries from further up
#36 N#Cc1c(SCC(=O)Nc2cccc(F)c2)sc2c(O)cc(=O)[nH]c12
#41 COc1cccc(CC(=O)NCCCSc2ccccc2)c1
compound no.	36	41
NOD2 inhibition	8%	4%
Hep lipid drop	-21	-2
Hep lipid drop cells 6.5 µM	761	852

Continuation:
No.	canonical_smiles	NOD2 inhibition	Hep lipid drop	Hep lipid drop cells 6.5 µM
51	CCC(=O)N1CCN=C1SCc1cccc(F)c1	16%	1	690
52	COc1ccc(CCNc2cc(C)nc3c(-c4ccccc4OC)cnn23)cc1OC	11%	-19	815
53	Cc1cc(N/N=C/c2ccc(O)cc2)c2cccc(C)c2n1	-14%	-15	794
54	CCOc1ccc(CNCCN2CCCC2)cc1	-7%	5	791
55	COC(=O)c1cc(S(=O)(=O)N2CCN(c3cccc(C)c3)C(C)C2)c[nH]1 (configuration not stated)	-17%	23	767
56	COc1ccc(CNC(=O)c2cc(=O)c3cc(C)cc(C)c3o2)cc1	7%	0	658
57	CC1CN(S(=O)(=O)c2ccccc2)C(C)N1C(=O)N1CCOCC1 (configuration not stated)	17%	-25	689
58	COc1ccc(CN2CCN(C(C)C(=O)N(C)Cc3cccc(F)c3)CC2)cc1OC (configuration not stated)	-36%	0	752
59	CNc1c(NC(=O)C2CCC(C)CC2)c(=O)oc2ccccc12 (configuration not stated)	-10%	1	851
60	CN(CCC(=O)Nc1ccc(Cl)cc1)Cc1ccccc1	10%	0	810
61	CN1C(=O)C(Cc2cnc[nH]2)NC1=S (configuration not stated)	-27%	14	817
62	Cc1[nH]c2ccc(C(=O)NCCCN3CCCCCC3)cc2c1C	-8%	-4	688
63	Cc1c(OCC(=O)NCC(O)c2ccccc2)ccc2c3c(c(=O)oc12)CCC3 (configuration not stated)	24%	-6	673
64	CC1SC(c2ccc(F)cc2)N(CCc2ccccc2)C1=O (configuration not stated)	-23%	-38	399
65	CC(C)c1ccc2[nH]c3nc(SCC(=O)NC4CC4)nnc3c2c1	-7%	-22	773
66	CCOc1cccc(CNCCCSc2ncccn2)c1	5%	3	811
67	CCOCCCN(C(=O)CCC(=O)Nc1cc(C)on1)C(C(=O)NC(C)(C)C)c1ccccc1Cl (configuration not stated)	-6%	3	755
68	O=C(CNC(=O)c1cccc(Br)c1)N/N=C/c1cccs1	6%	-7	799
69	COc1cc(NC(=O)CC(C)S(=O)(=O)c2cc3c(cc2C)NC(=O)CO3)cc(OC)c1OC (configuration not stated)	8%	-8	664
70	COc1ccccc1N(Cc1ccccc1)S(=O)(=O)c1cccc(C(=O)Nc2cccc(C)n2)c1	23%	-4	801
71	Cc1ccc(C)c(OCC(=O)Nc2ccc(S(=O)(=O)Nc3ncccn3)cc2)c1	-68%	-10	818
72	Cc1cc(C(=O)NC2CCCc3ccccc32)ccc1[N+](=O)[O-] (configuration not stated)	17%	-2	805
73	COc1ccccc1CCNS(=O)(=O)c1cc2c3c(c1)C(C)C(=O)N3CCC2 (configuration not stated)	21%	-4	707
74	Cc1ccccc1N(C)C(=O)C1CCCN(c2ncnc3c2nc2n3CCCCC2)C1 (configuration not stated)	34%	-18	691
75	CC1Cc2ccccc2N1C(=O)c1ccc2c(c1)OCO2 (configuration not stated)	7%	-6	681
76	Cc1cn(CCOc2ccc(Cl)cc2)c(=O)[nH]c1=O	12%	-8	732
77	COc1ccccc1N1CCN(C(=O)C2CCN(C(=O)c3ccc(C(C)(C)C)cc3)CC2)CC1	12%	7	825
78	COC(=O)Cn1cnc2c(oc3ccccc32)c1=O	-4%	13	737
79	Cc1cc(OC(C)C(=O)NCc2cccnc2)c2c(C)c(Cc3ccccc3)c(=O)oc2c1 (configuration not stated)	26%	6	714
80	CCCNC(=O)C1CCC(CNS(=O)(=O)c2ccc3c(c2)N(C(C)=O)CCO3)CC1 (configuration not stated)	13%	3	725
81	COCCCC1CCN(C(=O)C2CCC(=O)N(C3CCCCCC3)C2)CC1 (configuration not stated)	5%	4	712
82	CCn1cc(CN2CCC(n3nccc3NC(=O)CCCc3ccccc3)CC2)c(C)n1	17%	3	709
83	CC1CCN(C(=O)c2cc3c(ccc4ccccc43)o2)CC1	-189%	-17	740
84	Cc1ccc(-n2nc3c(c2NC(=O)C2CC2)CS(=O)(=O)C3)cc1C	6%	-3	838
85	O=C(CCN1C(=O)[C@@H]2Cc3ccccc3CN2C1=O)NCc1ccccc1	14%	-13	725
86	CC(=O)Nc1ccc(NC(=O)C(c2ccccc2)c2ccccc2)cc1	12%	-4	797
87	CC(C)c1ccc(NC2CCCN(C(=O)c3cc(C(C)C)nc(N)n3)C2)cc1 (configuration not stated)	3%	-1	736
88	COc1ccc(/C=N/NC(=O)CCC(=O)Nc2ccc(F)cc2)c(OC)c1	3%	19	829
89	CCOC(=O)c1c(NC(=O)CSc2ncn[nH]2)sc(C(=O)NC)c1C	-6%	-5	786
90	Cc1ccc([N+](=O)[O-])cc1Nc1nc(N2CCCC2)nc(N2CCCC2)n1	-4%	2	793
91	O=C(NC1CCCC1)C(c1ccncc1)N(C(=O)c1csnn1)c1ccc(Cl)cc1 (configuration not stated)	-21%	-14	852
92	COc1ccc(N(CC(=O)NC2CCCC2)C(=O)c2ccc(C)s2)cc1OC	7%	-4	785
93	Cc1c(Cl)c([N+](=O)[O-])nn1CC(=O)NCc1ccc(Cl)cc1	-12%	-27	816
94	Cc1c(O)ccc(C(=O)CN2CCN(Cc3ccccc3)CC2)c1O	-15%	-16	710
95	Cc1cccc(C(C(=O)NC2CCCC2)N(C(=O)c2csnn2)C2CC2)c1 (configuration not stated)	-1%	2	706
96	Nc1ccc(-c2nc3ccccc3s2)cn1	-54%	21	853
97	Cc1ccc(S(=O)(=O)N2CCN(C(=O)COC(=O)c3ccc(C(C)(C)C)cc3)CC2)c(C)c1	-1%	7	842
98	CCCNC(=O)Cn1cc(S(=O)(=O)N2CCCC2)c(S(=O)(=O)N2CCCC2)c1	9%	-4	643
99	Cc1ccc(C(=O)CNc2cc(C)ccc2C)cc1	-1%	-18	769
100	COc1ccccc1-n1c(CNC(=O)c2ccc(S(=O)(=O)N3CCCCC3)cc2)n[nH]c1=S	-2%	10	705
101	CCOc1ccc([N+](=O)[O-])cc1CNC1CCCCCCC1	-17%	-20	808

Gathered by group: the entries above containing fluorine
No.	canonical_smiles	NOD2 inhibition	Hep lipid drop	Hep lipid drop cells 6.5 µM
9	O=C1CSC(=S)N1c1ccc(F)cc1	-6%	-8	644
10	CCCCN(C(=O)c1ccccc1OCc1ccc(F)cc1)c1c(N)n(CC(C)C)c(=O)[nH]c1=O	-13%	-12	832
18	O=S(=O)(NCCN1CCOCC1)c1cccc(C(F)(F)F)c1	20%	-15	853
34	CCOC(=O)N1CCC(NC(=O)CC2C(=O)NCCN2Cc2ccccc2F)CC1 (configuration not stated)	14%	-11	741
36	N#Cc1c(SCC(=O)Nc2cccc(F)c2)sc2c(O)cc(=O)[nH]c12	8%	-21	761
37	O=C(Nc1cccnc1)c1ccc(F)c(S(=O)(=O)N2CCOCC2)c1	2%	-2	816
44	COc1ccc(CNCc2ccc(C(F)(F)F)cc2)cc1OC	-11%	2	862
49	CC(C)Cc1cc(C(=O)N2CCCC(CO)(Cc3ccc(F)cc3F)C2)n[nH]1 (configuration not stated)	2%	-2	654
51	CCC(=O)N1CCN=C1SCc1cccc(F)c1	16%	1	690
58	COc1ccc(CN2CCN(C(C)C(=O)N(C)Cc3cccc(F)c3)CC2)cc1OC (configuration not stated)	-36%	0	752
64	CC1SC(c2ccc(F)cc2)N(CCc2ccccc2)C1=O (configuration not stated)	-23%	-38	399
88	COc1ccc(/C=N/NC(=O)CCC(=O)Nc2ccc(F)cc2)c(OC)c1	3%	19	829

Not all compounds are listed, so the mix of outcomes need not match the whole.
